# 12-hLO inh: 12-hLO (ALOX12) enzyme inhibition | P18054 | purified 12-hLO, xylenol orange hydroperoxide absorbance | Potency, µM (series often up to 57.1 µM), for inactives: at the top dose activity change, negative = inhibition, most hits filed as inhibitors | 150,000 compounds, 0.12% hits | AID 1452; note: potency is the fitted concentration of half-maximal effect; nearly all actives have a fitted effect of over 55% in size; many of its hits are not listed in these tables
# Target sequence (P18054 whole entry, looked up): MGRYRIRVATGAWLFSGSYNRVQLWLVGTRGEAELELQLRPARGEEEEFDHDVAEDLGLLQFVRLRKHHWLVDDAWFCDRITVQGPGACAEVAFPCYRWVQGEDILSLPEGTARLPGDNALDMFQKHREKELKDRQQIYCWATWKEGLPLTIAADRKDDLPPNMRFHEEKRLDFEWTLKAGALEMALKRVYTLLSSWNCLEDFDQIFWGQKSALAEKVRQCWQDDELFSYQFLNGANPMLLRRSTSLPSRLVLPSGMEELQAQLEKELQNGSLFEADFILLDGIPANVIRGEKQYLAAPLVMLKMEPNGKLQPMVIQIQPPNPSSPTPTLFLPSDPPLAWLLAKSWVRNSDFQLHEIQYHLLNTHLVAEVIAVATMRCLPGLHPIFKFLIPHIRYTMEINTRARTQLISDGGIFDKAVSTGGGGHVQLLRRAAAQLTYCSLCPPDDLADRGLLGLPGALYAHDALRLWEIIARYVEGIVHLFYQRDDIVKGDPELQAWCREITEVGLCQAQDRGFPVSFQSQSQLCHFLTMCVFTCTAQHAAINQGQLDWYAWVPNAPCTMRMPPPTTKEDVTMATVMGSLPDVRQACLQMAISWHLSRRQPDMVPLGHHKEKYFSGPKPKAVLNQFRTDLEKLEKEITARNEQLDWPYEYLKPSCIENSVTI
#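 Purified human 12hLO (150 nM final) was preincubated with compounds for 15 min at room temperature in 25 mM Hepes pH 7.0, 0.01% Triton X-100, then reacted with 40 uM arachidonic acid for 30 min. Hydroperoxide was detected with ferrous iron/xylenol orange.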
# IMPase cell inh: membrane-permeable compound that blocks inositol monophosphatase | CHO-M1 cells, IP1 accumulation, HTRF TR-FRET ratio | inhibition (IP1 accumulation), % at 46.1 µM | 120,000 tested, under 10 active; active = well fitted curve in the direction sought with a large enough effect in the signal ratio, not every such curve was filed as active; inconclusive = small, poorly fitted or top-dose-only effect, or a change in a side signal; inactive = no such curve, though single readings can be large or run the other way; the % refers to the signal ratio;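 note: cells stimulated with carbachol in lithium chloride buffer; plate controls were DMSO basal wells for no effect and reference inhibitor wells for full effect; higher means more IMPase inhibition seen as more IP1 and lower FRET ratio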
# Target sequence (P97697 whole entry, looked up): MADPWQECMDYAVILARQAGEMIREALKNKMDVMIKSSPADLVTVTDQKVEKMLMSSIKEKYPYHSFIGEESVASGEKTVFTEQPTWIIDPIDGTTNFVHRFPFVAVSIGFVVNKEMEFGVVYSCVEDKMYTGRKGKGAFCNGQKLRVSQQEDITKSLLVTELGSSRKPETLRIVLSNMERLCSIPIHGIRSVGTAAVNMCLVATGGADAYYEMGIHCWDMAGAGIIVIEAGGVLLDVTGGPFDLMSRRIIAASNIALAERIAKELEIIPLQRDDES
#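 Seeded CHO-M1 cells were dosed with compound at up to 46 uM, stimulated with carbachol for 30 min, then lysed in IP-One detection reagents. Higher IP1 lowers the TR-FRET signal.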
# PNC inhibitor: blocks assembly of the perinucleolar compartment; PC3M PTB-GFP, PNC prevalence imaging, 16 h; active compounds read low; activity change (PNC), negative = inhibition, % at 10 µM; 140,000 compounds, 3.1% hits; AID 2417;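 active = readout at or below -70, meaning at least 70% loss of cells showing the perinucleolar compartment, a nuclear body marking cancer cells; inconclusive = readout between -30 and a set limit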;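 note: plate controls were DMSO wells for no effect and camptothecin positive control wells for full effect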
#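 PC3M cells stably expressing PTB-GFP, 750–1000 cells/well, treated 16 h at 37 °C with compound (23 nl of library stock), in duplicate. After paraformaldehyde fixation and Hoechst stain, imaged at 20x; PNC prevalence scored by image analysis.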
# 15-hLO-2 inh: inhibitors of human 15-lipoxygenase 2 (ALOX15B). O15296. purified 15hLO-2, xylenol orange hydroperoxide absorbance. Potency, µM (titrated, usually from 57.1 µM), inactives show top-dose activity change, negative = inhibition, most hits filed as inhibitors. AID 881. 110,000 compounds, 0.56% hits; note: potency is the fitted concentration of half-maximal effect; nearly all actives have a fitted effect of over 60% in size; many of its hits are not listed in these tables
#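 Enzyme 50 nM, AA 45 uM, 25 mM Hepes pH 7.5 + 0.01% Triton X-100; cpd preinc 15 min RT, rxn 90 min RT; stop/detect with 200 uM XO + 300 uM Fe(II) in 50 mM H2SO4, 30 min; A573/A405.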
# An asterisk follows results filed as active; ? = inconclusive; nt = no result given; [ ] = remark or other dose. Unless noted, calls come from the whole dose curve; as a rule, active = well fitted curve in the direction sought with a large enough effect; inconclusive = small, poorly fitted or top-dose-only effect, or another doubt; inactive = no such curve, though single readings can be large; an effect the other way counts as inactive or inconclusive. Unless noted, % is set by controls: 0 for no effect and ±100 for the full control effect. These rows are one share of the data, so the mix of outcomes need not match the whole.
# Under each structure – 12-hLO inh, 15-hLO-2 inh, PNC inhibitor, IMPase cell inh
CCOC(=O)C1CCN(C(=O)c2cnn3c(C)cc(C)nc23)CC1
  2.0%, -3.7%, 8.7, -3.6
O=C1CC(C(=O)Nc2ccc(C(=O)O)cc2)C(c2ccccc2)O1 (stereo not given)
  -3.4%, 2.4%, ?, 3.4
Cn1ccnc1SCc1ccc([N+](=O)[O-])cc1
  -0.5%, -21.2%, 44.4, 11.5
O=C(CSc1nc2ccccc2n1CC(=O)N1CCCC1)Nc1nccs1
  -1.0%, -1.8%, -17.2, 7.0
COc1ccc2c(c1OC)C(C1c3c(cc4c(c3OC)OCO4)CCN1C)OC2=O (stereo not given)
  5.8%, nt, 54.9, -8.3
COc1ccccc1-c1c(C(F)(F)F)oc2cc(OC(=O)c3cccc([N+](=O)[O-])c3C)ccc2c1=O
  -2.8%, 1.3%, 64.3, -1.9
Cc1c(NC(=O)c2cc3ccccc3oc2=O)c(=O)n(-c2ccccc2)n1C
  -5.0%, -6.1%, -13.5, 4.4
COc1ccc(S(=O)(=O)NCCC(=O)NCc2cccs2)cc1
  0.9%, 0.8%, 17.1, 2.9
C=CCn1c(SCc2ccccc2C#N)nnc1-c1ccccc1O
  3.0%, 5.3%, -7.7, 5.8
NC(=O)NC(N)=O
  2.7%, -12.1%, nt, nt
COc1ccc(/C(C)=N/NC(=O)c2nc(C)cc(C)n2)cc1
  2.6%, 6.5%, -23.5, 1.8
COc1ccc(N=C2S/C(=C\c3ccc(N4CCOCC4)o3)C(=O)N2CCc2c[nH]c3ccccc23)cc1
  ?, nt, ?, 12.0
O=C(COc1ncnc2cc([N+](=O)[O-])ccc12)N(CCc1ccccc1)Cc1ccccc1
  0.6%, nt, 16.4, nt
CS(=O)(=O)N(CC(=O)N1CCCC1)c1cccc(Cl)c1
  -7.0%, -0.9%, ?, 5.8
O=C(COc1ccc2c(c1)OCO2)Nc1ccc2c(c1)oc1ccccc12
  5.6%, ?, ?, 10.4
Cc1ccccc1-c1noc(C2CCCCC2)n1
  0.4%, -4.2%, 15.9, -2.6
CCOc1ccc(/C(O)=C2\C(=O)C(=O)N(CCOCCO)C2c2ccccc2OC)cc1 (stereo not given)
  0.7%, 10.5%, -16.1, -13.0
Cc1ccc(C23CC4CC(CC(NC(=O)NCCN(C)C)(C4)C2)C3)cc1
  -8.2%, 28.2%, ?, 7.9
COC(=O)c1c(NC(=O)CSc2nncs2)sc2c1CCCCC2
  -8.0%, -2.5%, 19.2, 0.1
O=C(NCCn1cccc1)c1cccc2ccccc12
  -1.5%, -5.6%, 12.5, -13.3

# Arranged by length of the SMILES (ascending): 3 of the compounds above.
# Under each structure – 12-hLO inh, 15-hLO-2 inh, PNC inhibitor, IMPase cell inh
O=C(NCCn1cccc1)c1cccc2ccccc12
  -1.5%, -5.6%, 12.5, -13.3
CCOc1ccc(/C(O)=C2\C(=O)C(=O)N(CCOCCO)C2c2ccccc2OC)cc1 (stereo not given)
  0.7%, 10.5%, -16.1, -13.0
COc1ccc(N=C2S/C(=C\c3ccc(N4CCOCC4)o3)C(=O)N2CCc2c[nH]c3ccccc23)cc1
  ?, nt, ?, 12.0

# More structures follow.
# Under each structure – 12-hLO inh, 15-hLO-2 inh, PNC inhibitor, IMPase cell inh
COc1ccc(/C=C/C(=O)c2c(O)ccc3c(C)cc(=O)oc23)cc1
  -5.3%, nt, -5.7, -7.2
CCOc1ncccc1C(=O)OCc1ccc(C(=O)OC)cc1
  7.6%, nt, 22.9, nt
COc1ccc(/C=C2/Sc3ccc(C(=O)N4CCc5ccccc5C4)cc3NC2=O)cc1
  -2.8%, nt, 19.8, nt
Cc1[nH]n(-c2ccccc2)c(=O)c1C(C[N+](=O)[O-])c1ccc(Cl)cc1 (stereo not given)
  -8.1%, nt, 12.8, nt
CCn1nc([N+](=O)[O-])c(C(C#N)c2nc3cc(C(F)(F)F)ccc3s2)c(Cl)c1=O (stereo not given)
  -23.4%, ?, -7.3, -5.9
CCCCCN(C(=O)NC(=O)NCCCC)S(C)(=O)=O
  10.9%, 0.0%, ?, 0.0
C/C(=C\c1ccco1)C1C(C#N)=C(N)Oc2n[nH]c(-c3ccccc3)c21 (stereo not given)
  -22.1%, ?, ?, 10.6
COC(=O)C1=C(C)N(CCCC(=O)O)C(=O)NC1c1cccs1 (stereo not given)
  0.4%, nt, 36.8, nt
O=C(CSc1ccc2nnc(-c3ccccn3)n2n1)NCC1CCCO1 (stereo not given)
  -2.1%, -4.1%, 13.6, -9.4
CNC(=S)N1N=C(c2ccc(Br)cc2)CC1c1ccc(OC)cc1 (stereo not given)
  ?, nt, -121.5*, nt
Cc1ccc(C(=O)c2c[nH]c(C(=O)NCCCN3CCOCC3)c2)cc1
  -3.4%, -4.0%, 81.5, 1.7
NC(=O)C(c1ccc(Cl)cc1Cl)c1ncc(C(F)(F)F)cc1Cl (stereo not given)
  -2.0%, nt, 20.0, 4.7
Cc1ccc(/C=C/C(=O)Nc2ccccc2C(N)=O)cc1
  3.4%, nt, ?, nt
COC(=O)[C@H](C)NC(=O)NCc1ccccc1F
  3.3%, -6.5%, 13.5, -4.9
Cc1cc(C)c(C(CC(=O)c2cccs2)C(C#N)C#N)c(C)c1 (stereo not given)
  -3.5%, nt, ?, nt
COc1cc(Cl)c(S(=O)(=O)NCc2ccccn2)cc1Cl
  -4.3%, -4.2%, ?, -5.8
CCn1c(SCC(=O)N2CCN(c3ccc(Cl)cc3)CC2)nc2ccccc2c1=O
  -5.7%, -5.8%, ?, 3.1
CCOC(=O)N1CCC(NC(=O)c2cc3cc4cc(OC)ccc4nc3o2)CC1
  -11.4%, 1.9%, ?, -15.0
COc1ccccc1C(=O)Oc1ccc(N2C(=O)CCC2=O)cc1
  3.6%, -2.1%, -12.1, -5.8
CN(C)CCNC(=O)NC1CCCCC1
  -1.2%, 5.1%, 8.5, 7.6
CCOC(=O)c1sc(NC(=O)CSc2nc(C)cc(C)n2)c(C#N)c1C
  -1.9%, -4.6%, 51.3, -12.8
O=C(c1ccccc1[N+](=O)[O-])N1CCCN(C(=O)c2ccccc2[N+](=O)[O-])CC1
  2.7%, nt, 54.2, nt
N#Cc1c(NC(=O)CCn2cnc3ccccc3c2=O)oc(-c2ccccc2)c1-c1ccccc1
  -8.2%, 5.9%[2.29 µM], ?, 7.2
O=C(NCc1ccco1)c1cnc2n(c1=O)CCS2
  -2.8%, -2.3%, 3.1, -2.1
Cc1cccc(OCCN2C(=O)C(=O)c3cccc(C)c32)c1
  -0.1%, nt, -16.4, nt
Cc1oc2ccc(OC(=O)N3CCOCC3)cc2c1C(=O)OC(C)C
  -2.1%, 7.2%, 1.5, 12.6
CCOc1ccc(C(=O)NC2CCN(C(=S)NCc3ccco3)CC2)cc1
  2.8%, 0.2%, -17.7, 4.5
COC(=O)CC1C(=O)NCCN1C(=O)CSc1nnc(Nc2ccc(OC)cc2)s1 (stereo not given)
  8.8%, 0.9%, 30.8, 3.4
O=C(Nc1ccccc1)Nc1ccccc1NS(=O)(=O)c1cccs1
  -3.0%, nt, -12.7, nt
Cc1c(Cl)c([N+](=O)[O-])nn1CC(=O)N1CCCC1
  4.8%, nt, 31.6, nt
CC1(C)Cc2c(c(N3CCOCC3)nc3sc4c(NCc5ccco5)nnnc4c23)CS1
  -13.6%, ?, -80.8*, 4.2
CCC1SC2=NC(C)=C(C(=O)OC)C(c3ccc(C)cc3)N2C1=O (stereo not given)
  15.2%, 0.1%, ?, 3.0
O=C(NC(=S)Nc1ccc(S(=O)(=O)Nc2nccs2)cc1)c1ccc(F)c(F)c1
  -24.6%, nt, 23.0, nt
O=C(COC(=O)/C=C/c1ccccc1)Nc1cccc(Oc2ccccc2)c1
  -5.6%, nt, 67.8, nt
O=C(Nc1nc2c(s1)CCCC2)c1ccc2ncsc2c1
  ?, nt, ?, -5.0
Cn1c(SCc2cc(=O)[nH]c3ccccc23)nnc1-c1ccco1
  -4.4%, -4.8%, 34.2, 3.9
Cc1cccc(COCC(Cc2ccccc2)N2CCN(C(=O)c3ccc(C(F)(F)F)cc3)CCC2=O)c1 (stereo not given)
  -3.9%, nt, -80.2*, nt
COc1ccc(/C=N/n2cc(-c3ccc(OC)cc3)nc2N)cc1
  -8.4%, 31.2%[activator], -129.2*, -8.1
CC1(C)CC2(CC(C)(C)NC(=O)N2)NC(=O)N1
  3.5%, -2.7%, 46.7, 1.5
Clc1cc(Cl)c(Cl)cc1Cl
  -1.3%, -1.9%, nt, nt
Cc1ccc(S(=O)(=O)n2c3ccc(Cl)cc3c3nc(C)sc32)cc1
  -0.3%, nt, 42.4, nt
O=C1C2=C(Nc3cc([N+](=O)[O-])ccc3N2)O[C@@H]1c1c[nH]c2ccc(COc3ccccc3)cc12
  4.5%[11.4 µM], 3.2%[11.4 µM], nt, nt
CC(=O)Nc1cc(C(C)(C)C)c(O)c(C(C)(C)C)c1
  -11.3%, -22.2%, ?, 13.1
O=C(COC(=O)c1cccc(NS(=O)(=O)/C=C/c2ccccc2)c1)Nc1ccccc1OC(F)F
  -1.0%, nt, -10.9, nt
Cc1nn(C)c(=O)n1-c1ccc(Oc2ccccc2)cc1
  5.3%, -1.9%, 3.7, 13.2
CCOC(=O)c1cc(-c2ccccc2)sc1NC(=O)C(C)N1C(=O)NC(C)(c2ccc(Cl)cc2)C1=O (stereo not given)
  -11.7%, -9.8%, 1.0, -0.1
COc1cccc(-c2nnc(SCc3ccc(C#N)cc3)n2Cc2ccco2)c1
  -10.1%, -16.0%, 1.2, 12.3
O=c1[nH]c2cc3c(cc2cc1CN(Cc1nnnn1CC1CCCO1)C1CCCCC1)OCO3 (stereo not given)
  -4.1%, -5.2%, -7.5, -7.2
O=S(=O)(c1ccccc1)N1CCC2(CCN(Cc3ccccc3)CC2)CC1
  -0.5%, 0.9%, nt, nt
COc1ccc(-c2cc(C(=O)N3CCN(c4ncccn4)CC3)c3ccccc3n2)c(OC)c1
  -4.6%, nt, -15.1, nt

# The list goes on.
# Under each structure – 12-hLO inh, 15-hLO-2 inh, PNC inhibitor, IMPase cell inh
COC(=O)C1=C(N)c2c(F)cccc2C1(C#N)c1ccccc1 (stereo not given)
  7.9%, -0.9%, 6.0, -6.6
CNc1ccc(C2(O)C(=O)c3ccccc3C2=O)cc1
  0.5%, nt, ?, nt
O=C(Nc1ccccc1F)c1ccc(CSc2ccccc2)o1
  1.1%, nt, 134.9, 2.5
CN(C)S(=O)(=O)c1ccc2c(c1)nc1n2CCC1
  5.7%, -3.4%, -27.3, -3.6
Cc1ccc(S(=O)(=O)N2CCN(C(=O)N3CCOCC3)C2C)cc1 (stereo not given)
  2.0%, 5.1%, -29.0, -1.9
COCCCNc1ncnc2ccc(C)cc12
  2.4%, nt, -9.5, -15.5
CC(C)=CCCC(C)C1CC[C@@]2(C)C3=C(CC[C@@]12C)C1(C)CCC(O)C(C)(C)C1CC3 (stereo not given in full)
  -1.3%, 8.0%, nt, nt
CCOC(=O)c1cnc2cc(C)nn2c1-c1ccccc1
  7.8%, -8.4%, 32.0, 0.7
C=CCn1c(SCC(=O)NC2CCCCC2)nnc1-c1ccc(OC)cc1
  -5.1%, nt, 13.2, nt
CC1CCCC(C)N1S(=O)(=O)c1ccc(S(=O)(=O)NCc2ccccc2)cc1 (stereo not given)
  5.2%, nt, -12.9, -1.9
CN(C)CCNc1ncnc2c1sc1nc(N3CCOCC3)c3c(c12)CC(C)(C)SC3
  4.3%, 13.0%, -12.2, 5.8
Fc1ccc(CSc2nncn2NCc2ccc3c(c2)OCO3)cc1
  -14.6%, -1.5%, ?, -5.7
CCN(CC)CCCN(Cc1cc2cc3c(cc2[nH]c1=O)OCO3)C(=O)Nc1ccccc1OC
  0.5%, 2.3%[11.4 µM], -25.8, 3.4[1.84 µM]
CC(C)N(CCc1ccncc1)C(=O)Nc1ccc(F)cc1
  2.0%, 1.3%, ?, -4.6
CCCS(=O)(=O)N1CCCC(C(=O)NCc2ccc(C)cc2)C1 (stereo not given)
  2.5%, 1.7%, 9.5, 6.5

# From PubChem
